STK33 inh: human STK33 kinase inhibition; Q9BYT3; purified STK33, MBP phosphorylation, ADP-Glo luminescence; inhibition, % at 10 µM; hit rate 0.073% among 320,000; AID 2661;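 active = inhibition at or above 25%, using the most active replicate where run in duplicate; inactive = inhibition below 25%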
Target sequence (Q9BYT3 whole entry, looked up): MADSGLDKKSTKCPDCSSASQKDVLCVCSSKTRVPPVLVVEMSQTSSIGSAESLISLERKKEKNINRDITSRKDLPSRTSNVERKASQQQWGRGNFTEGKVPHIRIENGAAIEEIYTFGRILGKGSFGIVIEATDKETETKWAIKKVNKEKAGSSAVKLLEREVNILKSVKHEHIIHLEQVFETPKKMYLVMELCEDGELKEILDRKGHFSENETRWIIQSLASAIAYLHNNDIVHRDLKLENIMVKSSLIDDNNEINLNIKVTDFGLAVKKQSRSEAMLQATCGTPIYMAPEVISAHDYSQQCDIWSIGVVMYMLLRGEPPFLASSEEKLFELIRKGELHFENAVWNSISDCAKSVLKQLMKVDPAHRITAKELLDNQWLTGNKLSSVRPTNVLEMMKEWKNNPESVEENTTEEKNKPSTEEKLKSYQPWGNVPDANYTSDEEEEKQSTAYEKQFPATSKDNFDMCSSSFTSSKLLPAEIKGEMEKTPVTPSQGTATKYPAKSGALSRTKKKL
CHT inh: inhibits the human high affinity choline transporter | Q9GZV3 | hit rate 0.86% among 310,000 | CHT-expressing cells, membrane potential dye, choline response; stronger effect = lower value | B-score at 10 µM;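 active = B-score over 3 SD under the library average, and starting fluorescence ratio not unusually high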;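 also: choline stimulus applied at its EC90 after an EC20 pre-addition; B-score computed on integrated fluorescence ratio after choline addition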
Target sequence (Q9GZV3 whole entry, looked up): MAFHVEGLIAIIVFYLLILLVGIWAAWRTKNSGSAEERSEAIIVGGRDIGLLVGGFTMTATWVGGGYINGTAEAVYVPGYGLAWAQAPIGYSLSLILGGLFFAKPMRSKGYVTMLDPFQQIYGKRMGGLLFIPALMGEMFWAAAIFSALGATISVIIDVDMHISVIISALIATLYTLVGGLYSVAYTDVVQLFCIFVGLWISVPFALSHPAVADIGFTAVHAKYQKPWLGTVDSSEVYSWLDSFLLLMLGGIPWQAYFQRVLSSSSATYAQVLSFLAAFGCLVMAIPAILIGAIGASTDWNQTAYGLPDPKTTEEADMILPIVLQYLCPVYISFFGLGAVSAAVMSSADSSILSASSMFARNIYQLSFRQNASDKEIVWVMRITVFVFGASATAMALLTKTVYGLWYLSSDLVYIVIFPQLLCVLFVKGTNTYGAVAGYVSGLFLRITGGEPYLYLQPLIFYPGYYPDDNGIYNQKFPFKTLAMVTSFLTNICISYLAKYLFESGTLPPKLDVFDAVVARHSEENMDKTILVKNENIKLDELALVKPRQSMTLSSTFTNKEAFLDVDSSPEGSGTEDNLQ
CHT allo act: human CHT allosteric activation. Q9GZV3. CHT-expressing cells, membrane potential dye, choline EC20; stronger effect = higher value; LV-AA mutant CHT in HEK293 cells. B-score at 10 µM. hit rate 0.49% among 310,000. AID 488977;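 active = initial fluorescence not abnormally high and integrated response B-score, plate-corrected, over 3 SD above library mean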
An asterisk follows results filed as active.

What do the screens show for `CCN(C(=O)c1ccc2c(c1)OCO2)C1CCS(=O)(=O)C1` (stereo not drawn)?
STK33 inh: -0.7; CHT inh: inactive; CHT allo act: inactive

Results for CN(C(=S)NC(=O)C1(C)CC1(Cl)Cl)c1ccccc1 (stereo not drawn) ?
STK33 inh: 1.9; CHT inh: inactive; CHT allo act: inactive

What do the screens show for `CC(=O)c1ccc(Nc2ncnc3c2oc2ccccc23)cc1`?
STK33 inh: -0.7; CHT inh: inactive; CHT allo act: inactive

How did CC(C(=O)N=Nc1c(O)n(C)c2ccc(Br)cc12)n1cnc2ccccc2c1=O (stereo not drawn) do in these assays?
STK33 inh: 0.5; CHT inh: inactive; CHT allo act: inactive

Results for CCOc1ccc2[nH]c(=O)c(C(c3nnnn3C3CCCCC3)N3CCN(C)CC3)cc2c1 (stereo not drawn) ?
STK33 inh: 0.8; CHT inh: inactive; CHT allo act: inactive

What do the screens show for `CC(=O)Nc1cc(S(=O)(=O)C(F)(F)F)ccc1Cl`?
STK33 inh: -1.4; CHT inh: inactive; CHT allo act: inactive

How did O=C(CCS(=O)(=O)Cc1ccccc1)N1CCc2ccccc2C1 do in these assays?
STK33 inh: -0.5; CHT inh: inactive; CHT allo act: inactive

Results for COc1ccc(S(=O)(=O)Nc2cccc(-c3ccc(N4CCCCCC4)nn3)c2)cc1OC ?
STK33 inh: 0.1; CHT inh: inactive; CHT allo act: inactive

How did O=C(COC(=O)c1cncc(Br)c1)NCc1ccc(Cl)cc1 do in these assays?
STK33 inh: -1.0; CHT inh: inactive; CHT allo act: inactive

How did C[C@@H](C(=O)Nc1ccc2ccccc2c1)[C@H]1C[C@]1(C)[C@H](NC(=O)OCc1ccccc1)c1ccccc1 do in these assays?
STK33 inh: -0.3; CHT inh: inactive; CHT allo act: inactive

How did Cc1ncc([N+](=O)[O-])n1Cc1cccc(F)c1 do in these assays?
STK33 inh: 10.8; CHT inh: inactive; CHT allo act: inactive

How did O=C(Nc1cc(Br)ccc1O)c1cnn2c(C(F)F)cc(C3CC3)nc12 do in these assays?
STK33 inh: -0.9; CHT inh: inactive; CHT allo act: inactive

What do the screens show for `COc1ccc(CC(=O)Nc2nc(-c3cc(OC)ccc3OC)cs2)cc1`?
STK33 inh: -0.2; CHT inh: inactive; CHT allo act: inactive

How did COc1cc(C(=O)NCc2nnc(SCC(=O)Nc3c(C)cc(C)cc3C)o2)cc(OC)c1OC do in these assays?
STK33 inh: -2.9; CHT inh: inactive; CHT allo act: inactive

Results for Cc1noc(C)c1S(=O)(=O)NCc1ccc2c(c1)OCO2 ?
STK33 inh: 0.1; CHT inh: inactive; CHT allo act: inactive

Quoted from above, 6 compounds:
How did C[C@@H](C(=O)Nc1ccc2ccccc2c1)[C@H]1C[C@]1(C)[C@H](NC(=O)OCc1ccccc1)c1ccccc1 do in these assays?
STK33 inh: -0.3; CHT inh: inactive; CHT allo act: inactive

How did Cc1ncc([N+](=O)[O-])n1Cc1cccc(F)c1 do in these assays?
STK33 inh: 10.8; CHT inh: inactive; CHT allo act: inactive

How did O=C(Nc1cc(Br)ccc1O)c1cnn2c(C(F)F)cc(C3CC3)nc12 do in these assays?
STK33 inh: -0.9; CHT inh: inactive; CHT allo act: inactive

What do the screens show for `COc1ccc(CC(=O)Nc2nc(-c3cc(OC)ccc3OC)cs2)cc1`?
STK33 inh: -0.2; CHT inh: inactive; CHT allo act: inactive

How did COc1cc(C(=O)NCc2nnc(SCC(=O)Nc3c(C)cc(C)cc3C)o2)cc(OC)c1OC do in these assays?
STK33 inh: -2.9; CHT inh: inactive; CHT allo act: inactive

Results for Cc1noc(C)c1S(=O)(=O)NCc1ccc2c(c1)OCO2 ?
STK33 inh: 0.1; CHT inh: inactive; CHT allo act: inactive

(listing goes on)
Results for CCn1cc(C(=O)NCCC(C)C)c(=O)c2cc(S(=O)(=O)N3CCCCC3)ccc21 ?
STK33 inh: -0.6; CHT inh: inactive; CHT allo act: inactive

What do the screens show for `O=C1CNC(=S)N1CCOc1ccccc1`?
STK33 inh: -0.8; CHT inh: inactive; CHT allo act: inactive

Results for CCc1nc(SCC(=O)Nc2nnc(CC)s2)c2c(=O)n(C)c(=O)n(C)c2n1 ?
STK33 inh: 0.1; CHT inh: inactive; CHT allo act: inactive

What do the screens show for `Cn1cc(Br)c(C(=O)N2CCc3ccccc32)n1`?
STK33 inh: -1.7; CHT inh: inactive; CHT allo act: inactive

What do the screens show for `O=C(NCC(=O)N1CCN(c2ccccc2O)CC1)c1cccs1`?
STK33 inh: -1.1; CHT inh: inactive; CHT allo act: inactive

How did O=C1c2ccccc2C(=O)C1(CO)c1ccc(OC(F)F)cc1 do in these assays?
STK33 inh: 0.1; CHT inh: inactive; CHT allo act: inactive

How did CN(Cc1ccccc1)c1ncnc2sccc12 do in these assays?
STK33 inh: 1.3; CHT inh: inactive; CHT allo act: inactive

Results for CC(C)(C)C(=O)NC(=S)N1CCc2ccccc21 ?
STK33 inh: -0.2; CHT inh: inactive; CHT allo act: inactive

What do the screens show for `Cc1ccc(S(=O)(=O)N2CCC(C(=O)Nc3ccncc3)CC2)cc1`?
STK33 inh: -1.8; CHT inh: inactive; CHT allo act: inactive

How did Cc1ccc(-c2cc(C(=O)O)c3ccccc3n2)c(C)c1 do in these assays?
STK33 inh: -0.7; CHT inh: inactive; CHT allo act: inactive

What do the screens show for `COC(=O)COc1ccc(S(=O)(=O)NCc2cccnc2)cc1`?
STK33 inh: -1.6; CHT inh: inactive; CHT allo act: inactive

Results for COc1ccccc1C(=O)NC(=Nc1nc2ccccc2o1)NC(=O)c1ccccc1OC ?
STK33 inh: 1.3; CHT inh: inactive; CHT allo act: inactive

Results for COc1ccc(-c2noc(N3CCC(C(=O)Nc4ccccc4Cl)CC3)n2)cc1 ?
STK33 inh: -1.6; CHT inh: inactive; CHT allo act: inactive

What do the screens show for `Cc1ccc(C(=O)OCC(=O)Nc2ncc(C(F)(F)F)cc2Cl)cc1NC(=O)c1ccco1`?
STK33 inh: -0.1; CHT inh: inactive; CHT allo act: inactive

What do the screens show for `Cc1sc2ncnc(Oc3ccc(-n4ccnc4)cc3)c2c1C`?
STK33 inh: -2.6; CHT inh: inactive; CHT allo act: inactive

How did CCc1ccc(CN(C)C(=O)CCc2nc3ccccc3n(-c3ccc(OC)cc3)c2=O)cc1 do in these assays?
STK33 inh: 0.1; CHT inh: inactive; CHT allo act: inactive

What do the screens show for `O=C(c1ccc(F)cc1)N1CCC(c2ccccc2)C1` (stereo not drawn)?
STK33 inh: -0.2; CHT inh: inactive; CHT allo act: inactive

What do the screens show for `CN(C)S(=O)(=O)c1ccc2[nH]cc(/C=C/c3nc4ccccc4c(=O)n3-c3ccccc3)c2c1`?
STK33 inh: -0.9; CHT inh: inactive; CHT allo act: inactive

How did CC(NC(=O)c1cccc(C(F)(F)F)c1)C(c1ccccc1)N1CCOCC1 (stereo not drawn) do in these assays?
STK33 inh: 0.2; CHT inh: inactive; CHT allo act: inactive

Results for COc1ccc(C(CC(=O)NCc2ccccc2)Sc2n[nH]c(-c3ccc(Cl)cc3)n2)cc1 (stereo not drawn) ?
STK33 inh: 0.2; CHT inh: inactive; CHT allo act: inactive

What do the screens show for `COc1ccc(-c2cn(-c3ccc(Cl)cc3)c3[n+]2CCCCC3)cc1`?
STK33 inh: -0.9; CHT inh: inactive; CHT allo act: 6.96*

Results for O=C1C=C(Nc2ccc(O)cc2)C(=O)c2ccccc21 ?
STK33 inh: 0.3; CHT inh: inactive; CHT allo act: inactive

What do the screens show for `CCOC(=O)C1=C(CSc2nccn2C)NC(=O)NC1c1cc(C)ccc1C` (stereo not drawn)?
STK33 inh: -0.4; CHT inh: inactive; CHT allo act: inactive

What do the screens show for `COc1ccccc1/C=C/C=C(\C#N)C(=O)NC(C)c1ccccc1` (stereo not drawn)?
STK33 inh: -0.8; CHT inh: inactive; CHT allo act: inactive

What do the screens show for `O=c1c2cc(F)ccc2[nH]c(=S)n1CCCN1CCOCC1`?
STK33 inh: 0.6; CHT inh: inactive; CHT allo act: inactive

Results for COc1ccc(OC)c(NC(=O)CN(C)S(=O)(=O)c2ccc(Cl)cc2)c1 ?
STK33 inh: -0.1; CHT inh: inactive; CHT allo act: inactive

What do the screens show for `O=C(O)c1cccc(NC(=O)c2cn(-c3ccccc3)nc2-c2ccncc2)c1`?
STK33 inh: -0.9; CHT inh: inactive; CHT allo act: inactive

How did CCCCCN(C(=O)CCC(=O)OCC(=O)c1ccc(C(C)CC)cc1)c1c(N)n(CCCC)c(=O)[nH]c1=O (stereo not drawn) do in these assays?
STK33 inh: 3.4; CHT inh: inactive; CHT allo act: inactive

Results for CS(=O)(=O)c1ccc(C(=O)OCC(=O)NC(=O)C2CCCCC2)cc1[N+](=O)[O-] ?
CHT inh: inactive; CHT allo act: inactive

How did Cc1cc2c(c(=O)n1Cc1cccnc1)C(c1ccc(F)cc1)C(C#N)=C(N)O2 (stereo not drawn) do in these assays?
STK33 inh: -1.5; CHT inh: inactive; CHT allo act: inactive

Results for OCCN1CCOCCN(CCO)CCN(CCO)CC1 ?
STK33 inh: -1.1; CHT inh: inactive; CHT allo act: inactive

Results for COc1ccc(S(=O)(=O)N(C)C)cc1NCC(=O)Nc1cccc2ccccc12 ?
STK33 inh: -0.9; CHT inh: inactive; CHT allo act: inactive

Results for O=C(CCCNC(=O)/C(=C/c1ccc(Br)cc1)NC(=O)c1ccccc1)OCc1ccccc1 ?
STK33 inh: 0.6; CHT inh: inactive; CHT allo act: inactive

How did CCc1c(C)[nH]c2ccccc2c1=O do in these assays?
STK33 inh: 1.5; CHT inh: -5.22*; CHT allo act: inactive

Results for S=C(Nc1ccc(Br)cc1Cl)N1CCCC1 ?
STK33 inh: -4.5; CHT inh: inactive; CHT allo act: inactive

How did CSc1nc2c(c(=O)[nH]1)C(c1ccc(C(F)(F)F)cc1)CC(=O)N2 (stereo not drawn) do in these assays?
STK33 inh: -0.8; CHT inh: inactive; CHT allo act: inactive

How did COc1cccc(-n2nnnc2SCC(=O)Nc2ccc(C(C)=O)cc2)c1 do in these assays?
STK33 inh: -0.2; CHT inh: inactive; CHT allo act: inactive

How did Cc1ccc(NC(=O)COC(=O)Cc2ccsc2)cc1S(=O)(=O)N1CCOCC1 do in these assays?
STK33 inh: -4.8; CHT inh: inactive; CHT allo act: inactive

Results for COc1ccc([N+](=O)[O-])cc1NC(=O)Cc1noc2ccc(C)cc12 ?
STK33 inh: 0.1; CHT inh: inactive; CHT allo act: inactive

How did CC(C)c1ccc(/C=C/C2=NNC(=O)CC2)cc1 do in these assays?
STK33 inh: 1.8; CHT inh: inactive; CHT allo act: inactive

What do the screens show for `O=C(Nc1ccc(OC(F)(F)C(F)F)c(NC(=O)c2ccc(F)cc2)c1)c1ccc(F)cc1`?
STK33 inh: 1.6; CHT inh: inactive; CHT allo act: inactive

What do the screens show for `Cc1cccc(NC(=O)C2CC(=O)OC23CCCCC3)c1` (stereo not drawn)?
STK33 inh: -0.4; CHT inh: inactive; CHT allo act: inactive

Results for O=[n+]1c2c(n([O-])c3cc(F)c(N4CCCC4)cc31)CCCC2 ?
STK33 inh: -0.2; CHT inh: inactive; CHT allo act: inactive

Results for CCOC(=O)N1CCN(C(=O)CSc2nnc(C3COc4ccccc4O3)o2)CC1 (stereo not drawn) ?
STK33 inh: 0.0; CHT inh: inactive; CHT allo act: inactive

How did CC(C)N1CCN(Cc2nc3c(s2)CCCC3)CC1CCO (stereo not drawn) do in these assays?
STK33 inh: -0.5; CHT inh: inactive; CHT allo act: inactive

Results for Cc1oc(C(=O)O)cc1CSCc1ccoc1C(=O)O ?
STK33 inh: -2.0; CHT inh: inactive; CHT allo act: inactive

How did C=CCN(CC=C)CC(=O)Nc1cccc(Oc2cnccn2)c1 do in these assays?
STK33 inh: 0.2; CHT inh: inactive; CHT allo act: inactive

How did COc1cccc(-n2ccnc2SCC(=O)N2CCCc3ccccc32)c1 do in these assays?
STK33 inh: -0.2; CHT inh: inactive; CHT allo act: inactive

How did COc1ccc(S(=O)(=O)N2CCC(C(N)=O)(N3CCCCC3)CC2)cc1 do in these assays?
STK33 inh: 1.3; CHT inh: inactive; CHT allo act: inactive

What do the screens show for `CCOc1ccc(CC2CCC(=O)NC2=O)cc1` (stereo not drawn)?
STK33 inh: -1.0; CHT inh: inactive; CHT allo act: inactive

Results for Cc1cccc(/C=C2/C(=O)/C(=C/c3ccccc3C)C3CCC2N3C)c1 (stereo not drawn) ?
STK33 inh: -0.8; CHT inh: inactive; CHT allo act: inactive

How did COc1ccccc1-n1cnc2sc(C)c(C)c2c1=O do in these assays?
STK33 inh: 1.1; CHT inh: inactive; CHT allo act: inactive

How did COCCOC1CCN(Cc2cn(Cc3ccccc3)nc2-c2cc3ccccc3o2)CC1 do in these assays?
STK33 inh: -1.4; CHT inh: inactive; CHT allo act: inactive

What do the screens show for `Cc1ccc2c(c1)C(c1ccccc1)N(C(=O)c1c(F)cccc1Cl)CC(=O)N2` (stereo not drawn)?
STK33 inh: -1.6; CHT inh: inactive; CHT allo act: inactive

What do the screens show for `O=C(c1ccc(CS(=O)c2cccc(Cl)c2)o1)N1CCCCCC1` (stereo not drawn)?
STK33 inh: -1.4; CHT inh: inactive; CHT allo act: inactive

How did CCOc1ccc(/C=C/C(=O)NC2CCCCC2)cc1 do in these assays?
CHT inh: inactive; CHT allo act: inactive

How did C/C(=C\c1ccc(Cl)cc1)C(=O)c1c(C)cc(C)[nH]c1=O do in these assays?
STK33 inh: 0.7; CHT inh: inactive; CHT allo act: inactive

Three entries already listed, arranged by SMILES length, largest number first:
How did COCCOC1CCN(Cc2cn(Cc3ccccc3)nc2-c2cc3ccccc3o2)CC1 do in these assays?
STK33 inh: -1.4; CHT inh: inactive; CHT allo act: inactive

How did COc1ccc(S(=O)(=O)N2CCC(C(N)=O)(N3CCCCC3)CC2)cc1 do in these assays?
STK33 inh: 1.3; CHT inh: inactive; CHT allo act: inactive

How did COc1cccc(-n2ccnc2SCC(=O)N2CCCc3ccccc32)c1 do in these assays?
STK33 inh: -0.2; CHT inh: inactive; CHT allo act: inactive

Assay outcomes: PubChem BioAssay, several laboratories
